Growth percent in the NCI-60 one-dose screen (48 h, 10 µM unless noted): 100 = growth as untreated, 0 = no growth, -100 = all killed.
RPMI-8226 – RPMI-8226 leukemia cells | hit rate 7.5% among 77,000 | AID 1794781
HOP-92 – HOP-92 NSCLC cells; hit rate 6.3% among 71,000; AID 1794738
EKVX – EKVX NSCLC. hit rate 3% among 71,000. AID 1794765
MDA-MB-435 – MDA-MB-435 melanoma; hit rate 7.8% among 82,000; AID 1794794
CCRF-CEM – CCRF-CEM leukemia; hit rate 7% among 77,000
A549/ATCC – A549/ATCC NSCLC; hit rate 3.7% among 81,000
M14 – M14 melanoma | hit rate 6.2% among 80,000 | AID 1794745
HOP-62 – HOP-62 NSCLC. hit rate 3.9% among 80,000
* hit, by the source's call; nt = no result given; & = joins results of further samples; [ ] = remark or other dose. The calls were made as follows: active = growth percent below 10; inactive = the rest.

SMILES	RPMI-8226	HOP-92	EKVX	MDA-MB-435	CCRF-CEM	A549/ATCC	M14	HOP-62
Cc1ccc(NCn2nc(-c3cnccn3)oc2=S)cc1	76	51	99	100	89	77	87	66
CCCCCCCCCCCCCCCCNC(=S)N/N=C/c1cccc2ccccc12	112	113	99	103	103	94	106	101
CCN(CC)c1ccc(/C=N\NC(=O)N/N=C/c2ccc(N(CC)CC)cc2)cc1	91	82	93	114	97	94	105	95
CCn1cc(C(=O)N/N=C/c2cccnc2)c(=O)c2cc(F)c(N3CCNC(C)C3)c(F)c21 (stereo not drawn)	87	26	63	51	46	86	90	59
C(=N\N1CCCCCC1)/c1ccc(/C=N/N2CCCCCC2)cc1	86	nt	112	108	122	90	104	109
CN(C)c1ccc(/C=C2\S/C(=N/c3nnc(-c4ccc(O)cc4)s3)NC2=O)cc1	43	76	48	53	38	39	55	73
C#CCN1C(=O)c2cccc3c(C#CCN4C(=O)c5cccc6cccc(c56)C4=O)ccc(c23)C1=O	nt	90	97	103	95	102	97	102
CCCCOC(=O)c1ccc(O)c(OC)c1	101	91	89	112	83	98	nt	91
S=C(SSC(=S)N1CCOCC1)N1CCOCC1	77	122	95	54	22	57	56	104
CC(=O)Nc1ccc(C)c(C)c1	105	102	100	106	104	106	101	113
CCOC(=O)C1=C(C)NC(=O)NC1c1c(Cl)n(C(C)=O)c2ccccc12 (stereo not drawn)	100	72	96	91	104	104	92	80
CSc1nc(NCC(C)C)c(C#N)c(-c2cccc(N)c2)n1	101	92	88	103	100	99	108	83
N#Cc1c(-c2ccccc2Br)cc(-c2ccncc2)[nH]c1=O	115	95	104	107	100	101	106	93
Nc1nc2c(C(=O)N3CCCC3)nnn2c2cccc(Cl)c12	93	98	59	77	64	96	99	84
NC(=O)C1CCCN1C(=O)C(Cc1cnc[nH]1)NC(=O)C1CCC(=O)N1 (stereo not drawn)	100	nt	101	94	111	107	85	91
Clc1cccc(N/N=C/c2c[nH]c3ccccc23)n1	4.0*	-11*	32	20	8.7*	56	44	47
COc1ccc(-c2ccc(-c3ccc(C(=N)N)cn3)o2)cc1	28	nt	nt	26	74	69	75	72
CC(=O)N1N=C(c2ccc(C)cc2)CC1c1ccc(Oc2ccc(Br)cc2)cc1 (stereo not drawn)	75	89	83	98	93	82	88	84
COc1cc([N+](=O)[O-])ccc1N=Cc1ccc(C=Nc2ccc([N+](=O)[O-])cc2OC)cc1	102	90	nt	92	92	93	110	108
O=C1CC[C@H](c2ccc(O)c3c2C(=O)[C@@H]2O[C@@H]2C3=O)c2cccc(O)c21	-3.8*	38	102	47	-2.9*	87	70	79
O=C(Nc1ccccc1)C1=CNCCS1	87	82	85	99	75	92	94	85
CCN(CC)c1nc(/C=C\c2ccc(N(C)C)cc2)c2nccnc2n1	57	77	nt	81	60	73	98	120
OC1C=CC2C3C=CC(C3)C12 (stereo not drawn)	95	101	nt	100	nt	nt	105	104
CCCCCc1c(C)[nH]c(/C=C2\N=C(c3ccc[nH]3)C=C2Oc2ccc(OC)cc2)c1C	-38*[100 µM]	-13*[100 µM]	nt	-82*[100 µM]	nt	nt	-95*[100 µM]	-55*[100 µM]
COc1ccc(-c2nn(-c3ccccc3)cc2C2SCC(=O)N2c2ccc(O)cc2)cc1 (stereo not drawn)	71	72	57	95	73	63	85	97
SMILES	RPMI-8226	HOP-92	EKVX	MDA-MB-435	CCRF-CEM	A549/ATCC	M14	HOP-62
CCCCCCCCCCCCCCCCCCCC(=O)NCCc1c[nH]c2ccc(O)cc12	28	148	101	112	nt	91	101	144
OCC(O)C(O)C(O)C(O)c1nc2ccccc2[nH]1 (stereo not drawn)	110&99	96&87	109&100	107&95	106&97	92&93	109&105	97&96
COc1ccc(-c2nc(N/N=C/c3c[nH]c4ccccc34)nc(N3CCOCC3)c2C#N)cc1	72	69	100	108	57	92	88	105
CN(C)CCCNS(=O)(=O)c1ccc(Cl)c([N+](=O)[O-])c1	112	130	95	104	121	79	95	105
C=C(C)[C@@H]1CC[C@]2(C(=O)NCCCNCCCCN)CC[C@]3(C)[C@H](CC[C@@H]4[C@@]5(C)CCC(=O)C(C)(C)[C@@H]5CC[C@]43C)[C@@H]12	107	91	102	101	108	96	105	93
CC(CC(C)(C)C)C(=O)NC(N)=O (stereo not drawn)	110	97	106	104	102	110	107	nt
Cc1cc(C#Cc2ccc(C(C)(C)C)cc2)ccc1-n1c(/C=C/c2cccc(Cl)c2)nc2ccccc2c1=O	79	nt	89	103	89	108	101	111
C/C(=C/C1CC(=O)OC1=O)CC(C)(C)C (stereo not drawn)	103	nt	nt	109	111	94	99	97
COC(=O)CNC(=O)c1cccc2c(=O)c3ccccc3n(CCCCCCBr)c12	101	94	92	108	106	101	108	113
OCCCCCCCCCCCO	106	99	97	109	91	100	100	94
CC1(C)C[C@@H]2C[C@@](C)(CN2S(=O)(=O)c2ccc(C(=O)Nc3ccc(Cl)c(S(=O)(=O)N4CCOCC4)c3)cc2)C1	42	64	nt	48	42	52	57	70
CN(C)CCCC1(c2ccc(F)cc2)OCc2cc(-c3ccc(C(F)(F)F)nc3)ccc21 (stereo not drawn)	69	51	76	68	69	71	14	83
COc1ccc(-c2cc(-c3ccc(Cl)cc3)nc3nc(NC(C)=O)nn23)cc1	95	86	92	100	100	99	112	111
CCOc1ccc(NC(=O)Nc2cc(C(C)C)ccc2C)cc1	43	55	96	85	44	37	93	95
O=C(c1cc2ccccc2o1)c1nn(-c2ccccc2)cc1C(=O)c1cc2c(ccc3ccccc32)oc1=O	86	73	81	52	93	91	79	nt
COC(=O)[C@]1(C)CCC[C@]2(C)[C@H]3C[C@H]4C(C(C)C)=C[C@]3(CC[C@H]21)[C@@H]1C(=O)/C(=C/c2ccco2)C[C@H](O)[C@@H]14	76	110	54	101	90	83	106	104
CC(C)SCC(=O)SC(=O)Nc1cccc(Cl)c1	110	101	109	112	99	104	112	105
C[N+](C)(C)CCNC(=O)c1ccccc1OCc1ccccc1	nt	94	102	nt	93	98	92	97
COc1ccc(C2Cc3cnccc3-c3[nH]c4ccncc4c32)c(OC)c1OC (stereo not drawn)	82	67	90	81	91	83	79	70
COC(=O)C1(C)CCC[C@]2(C)[C@H]3C[C@H]4C(C(C)C)=C[C@]3(CC[C@@H]12)[C@H]1[C@@H]4[C@@H](OC(=O)c2ccco2)CC[C@@H]1O (stereo partly drawn)	89	96	102	101	106	95	105	105
CC(=O)/C(=N\Nc1ccccc1)C(c1ccccc1)c1ccccc1	99	64	87	103	91	95	102	88
O=C(NCCCN1CCCC1=O)c1ccc(-c2ncc3cnc(-c4ccccc4)cn23)cc1	94	109	102	97	102	103	103	107
COc1cc(CNC(=O)Cc2ccccc2)ccc1OCc1cn(-c2cccc(Cl)c2)nn1	92	105	90	98	99	94	106	116
Nc1cc(N)n(C2=NCCN2)n1	103	nt	nt	102	nt	102	112	115
CC(=O)OC[C@@H]1O[C@H](n2cc(COc3ccc(C=O)cc3)nn2)[C@@H](OC(C)=O)[C@H](OC(C)=O)[C@H]1OC(C)=O	106	109	102	112	89	99	96	100
SMILES	RPMI-8226	HOP-92	EKVX	MDA-MB-435	CCRF-CEM	A549/ATCC	M14	HOP-62
CC(C)CC(NC(=O)COc1ccc(Cl)cc1Cl)C(=O)O (stereo not drawn)	100	77	109	107	103	117	97	98
Cc1ccc2c(c1)C(=O)/C(=C\Nc1ccc(C(N)=O)cc1)C(O)O2 (stereo not drawn)	47	-18*	98	98	78	114	nt	88
O=c1[nH]nc(-c2cc(Br)ccc2Cl)c(=O)[nH]1	100	93	nt	105	105	98	106	103
COc1cccc(C(=O)NC(c2ccc(C)cc2)c2cc(Cl)c3cccnc3c2O)c1 (stereo not drawn)	15	32	nt	19	8.9*	6.8*	-14*	9.9*
COc1ccc2[nH]c(=O)c(COC(=O)CC(=O)O)cc2c1	99	98	95	105	106	108	105	111
CCCCN(CCCC)CC1CC(C(C)(C)C)CCC1O (stereo not drawn)	67	61	102	100	83	98	85	91
CC1OC(CC(=O)O)Cc2c1c(O)c1c(O)cc(-c3cc(=O)c4c(=O)c5c(c(=O)c=4c3=O)CC(CC(=O)O)OC5C)c(O)c1c2O (stereo not drawn)	105	nt	113	105	81	104	96	107
COC(=O)c1ccc2nc(C)c(C(=O)Nc3ccccc3)nc2c1	104	93	80	115	99	97	94	77
CCOC(=O)c1[nH]cc(-c2ccccc2)c1-c1ccc(OC)cc1OC	90	87	90	98	86	95	96	85
NC(=O)CC1CCCCC1	98	86	102	101	98	93	102	103
Cc1ccc(S(=O)(=O)OCC2OC(n3cnc4c(NC=O)ncnc43)C(OC=O)C2OC=O)cc1 (stereo not drawn)	95	82	109	100	96	91	97	109
O=[N+]([O-])c1ccc2cccnc2c1	113	nt	104	109	102	100	111	102
O=C(NCCCNc1nccc(-c2c(-c3cccc(F)c3)nc3sccn23)n1)c1ccc(Cl)cc1	102	107	76	70	83	85	104	108
CCCCC[n+]1ccc(SCC(=O)N(C)c2cccc(Br)c2)c2ccccc21	107	102	108	104	108	103	107	103
O=C(c1ccccc1)[C@@]12COc3ccccc3[C@@H]1ON=C2c1ccccc1	96	74	nt	100	nt	99	94	82
Cn1ccnc1C(=O)/C=C/c1ccc(NC(=O)Nc2ccc(Cl)cc2)cc1	63	104	92	75	63	87	84	95
COC(=O)c1cc2n(n1)-c1ncc(Br)cc1Oc1ccccc1-2	95	88	96	103	94	94	100	91
COc1cc([C@H]2[C@]3(C#N)C(N)=NC(=C(C#N)C#N)[C@]23C#N)cc(OC)c1OC	99	nt	nt	107	99	109	109	102
Clc1ccc(/C=C/c2ccccn2)cc1	45	56	76	105	-56*	92	101	95
Cc1ccc(-c2nc3cnccn3c2NC2CCCCC2)o1	93	88	96	105	99	99	101	105
COc1ccc(Nc2ncnc3ccc(-c4cncc(NS(C)(=O)=O)c4)cc23)cc1Cl	25	-7.9*	67	49	6.1*	64	51	39
Cn1cc(-c2nnc(N)nc2-c2c[nH]c3ccccc23)c2cccnc21	44	87	62	-29*	35	46	21	48
Nc1nc(=O)[nH]c2ccc(C(=O)c3ccccc3)cc12	95	nt	96	111	83	106	106	116
O=Cc1ccc(Cl)c2ccccc12	107	94	97	107	101	94	113	116
O=C(O)c1ccccc1N/N=C/c1ccccc1	91	88	95	105	86	84	105	101
SMILES	RPMI-8226	HOP-92	EKVX	MDA-MB-435	CCRF-CEM	A549/ATCC	M14	HOP-62
COc1ccc(CCNc2nc(SC)nc(-c3cccc([N+](=O)[O-])c3)c2C#N)cc1OC	83	76	80	88	99	82	93	68
C(=N/N=C/c1ccncc1)/c1ccncc1	83	86	111	101	91	nt	104	91
COc1ccc(/C=C/C(=O)c2cnccn2)cc1OC	79	64	106	111	88	83	97	99
CCO/C=C1\SC(=S)N(c2cccc(O)c2)C1=O	95	nt	nt	102	nt	nt	105	97
COc1cc(C(=O)Nc2cc(O)c(C/C=C(\C)CCC=C(C)C)c(O)c2)cc2c1O[C@]1(C)CC[C@@H](O)C(C)(C)[C@H]1C2	-24*	-2.9*	32	17	7.1*	12	-0.6*	8.5*
Cc1ccc(C(=O)c2ccc(CC(=O)NNC(=O)Nc3ccc(Cl)c(C(F)(F)F)c3)n2C)cc1	89	87	96	79	90	78	88	80
CC(=O)C12OC1CC1C3CC=C4CC(O)CCC4(C)C3CCC12C (stereo not drawn)	108	nt	nt	97	83	105	100	98
O=C(Nc1ccncc1)C(=O)c1cn(S(=O)(=O)c2ccccc2F)c2ccccc12	9.8*	25	49	3.8*	nt	72	15	38
Cc1nccc2c3ccc(OCc4cn(-c5ccc(Cl)cc5)nn4)cc3n(CC(C)C)c12	-35*	8.4*	41	31	18	31	23	36
CCOc1ccc(-n2c(CCc3ccccc3)nnc2SCC(=O)N2CCCC2)cc1	52	104	nt	102	nt	95	108	103
Nc1c(C(=O)Nc2ccc(Cl)cc2)sc2nc3c(cc12)C(=O)CCC3	102	71	nt	96	99	89	103	114

No new results follow: an excerpt of the list.
SMILES	RPMI-8226	HOP-92	EKVX	MDA-MB-435	CCRF-CEM	A549/ATCC	M14	HOP-62
O=C(O)c1ccccc1N/N=C/c1ccccc1	91	88	95	105	86	84	105	101
COc1ccc(CCNc2nc(SC)nc(-c3cccc([N+](=O)[O-])c3)c2C#N)cc1OC	83	76	80	88	99	82	93	68
C(=N/N=C/c1ccncc1)/c1ccncc1	83	86	111	101	91	nt	104	91
COc1ccc(/C=C/C(=O)c2cnccn2)cc1OC	79	64	106	111	88	83	97	99
CCO/C=C1\SC(=S)N(c2cccc(O)c2)C1=O	95	nt	nt	102	nt	nt	105	97
COc1cc(C(=O)Nc2cc(O)c(C/C=C(\C)CCC=C(C)C)c(O)c2)cc2c1O[C@]1(C)CC[C@@H](O)C(C)(C)[C@H]1C2	-24*	-2.9*	32	17	7.1*	12	-0.6*	8.5*
Cc1ccc(C(=O)c2ccc(CC(=O)NNC(=O)Nc3ccc(Cl)c(C(F)(F)F)c3)n2C)cc1	89	87	96	79	90	78	88	80
CC(=O)C12OC1CC1C3CC=C4CC(O)CCC4(C)C3CCC12C (stereo not drawn)	108	nt	nt	97	83	105	100	98
O=C(Nc1ccncc1)C(=O)c1cn(S(=O)(=O)c2ccccc2F)c2ccccc12	9.8*	25	49	3.8*	nt	72	15	38
Cc1nccc2c3ccc(OCc4cn(-c5ccc(Cl)cc5)nn4)cc3n(CC(C)C)c12	-35*	8.4*	41	31	18	31	23	36
CCOc1ccc(-n2c(CCc3ccccc3)nnc2SCC(=O)N2CCCC2)cc1	52	104	nt	102	nt	95	108	103
Nc1c(C(=O)Nc2ccc(Cl)cc2)sc2nc3c(cc12)C(=O)CCC3	102	71	nt	96	99	89	103	114
